Source: PubChem (National Center for Advancing Translational Sciences (NCATS))
USP2a inh: inhibitors of human ubiquitin-specific protease USP2a. O75604. USP2a enzymatic assay, qHTS inhibition. Potency, µM (series often up to 38.3 µM), for the others: top-dose activity change, negative = inhibition, actives largely listed as inhibitors. 0.1% of 60,000 active;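 further: potency means the concentration at half of the fitted maximal effect; nearly all actives have a fitted effect of over 60% in size; plate controls were DMSO for no effect and NEM full inhibition control for full effect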
Target sequence (O75604 whole entry, looked up): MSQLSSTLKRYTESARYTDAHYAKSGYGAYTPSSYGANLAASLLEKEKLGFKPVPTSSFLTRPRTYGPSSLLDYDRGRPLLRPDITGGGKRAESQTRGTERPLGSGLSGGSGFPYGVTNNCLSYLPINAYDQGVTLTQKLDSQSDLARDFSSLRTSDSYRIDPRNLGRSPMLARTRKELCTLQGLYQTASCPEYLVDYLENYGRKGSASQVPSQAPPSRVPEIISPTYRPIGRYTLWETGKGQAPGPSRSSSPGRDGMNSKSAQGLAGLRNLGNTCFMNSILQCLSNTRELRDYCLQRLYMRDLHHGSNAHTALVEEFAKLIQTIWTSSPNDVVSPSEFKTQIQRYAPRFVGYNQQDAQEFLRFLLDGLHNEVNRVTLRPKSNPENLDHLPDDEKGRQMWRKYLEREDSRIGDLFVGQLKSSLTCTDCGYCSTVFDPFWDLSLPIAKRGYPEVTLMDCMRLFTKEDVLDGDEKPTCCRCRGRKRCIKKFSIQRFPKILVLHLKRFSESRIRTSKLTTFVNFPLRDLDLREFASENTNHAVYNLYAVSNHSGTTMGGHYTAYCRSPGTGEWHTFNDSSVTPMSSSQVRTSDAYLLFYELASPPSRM
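20 nM USP2 core + cpd, 30 min RT; add 20 nM Ub-PLA2/20 uM NBD C6-HPC; read Ex460/Em535 at 0 h and 2.5 h. Normalized to NEM; qHTS curve fit/classification.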
BRCT PPI red: BRCT-phosphoprotein interaction inhibition (red fluorophore). 0.03% of 75,000 active. BRCT-phosphopeptide binding, red fluorescence polarization. Potency, µM (doses to about 76.9 µM), for the others: at the highest dose activity change, negative = inhibition, hits mostly inhibitors. AID 892. P38398; further: on the % scale 0 is the no-effect control and ±100 the full control effect
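Rhodamine-labelled pBACH1 10-mer (100 nM) bound to BRCT domain (100 nM) at pH 7.3; compounds incubated 12 min room temperature, polarization read. Free peptide defines full inhibition; unlabelled decapeptide titrated as control.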
Caspase-1 inhib: caspase-1 (human) inhibition, allosteric or competitive; P29466; Caspase-1 enzyme, Ac-WEHD-AFC fluorogenic rate; Potency, µM (highest dose often 57.5 µM), without a hit: at the top dose activity change, negative = inhibition, usual class: inhibitors; 0.03% of 75,000 active;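 further: potency means the concentration at half of the fitted maximal effect; plate controls were vehicle for no effect and no substrate for full effect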
Target sequence (P29466 120-297 limits assumed): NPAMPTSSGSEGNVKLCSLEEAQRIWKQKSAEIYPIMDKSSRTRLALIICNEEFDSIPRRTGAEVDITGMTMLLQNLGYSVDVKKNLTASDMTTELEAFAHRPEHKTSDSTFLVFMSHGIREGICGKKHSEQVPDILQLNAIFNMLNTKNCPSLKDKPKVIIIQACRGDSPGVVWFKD
Target sequence (P29466 317-404 limits assumed): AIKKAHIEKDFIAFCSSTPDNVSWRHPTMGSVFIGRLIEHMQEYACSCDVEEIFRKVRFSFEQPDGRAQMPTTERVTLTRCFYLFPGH
Epigenetic mod: epigenetic modulators derepressing GFP locus in mouse cells | mouse C127i GFP locus derepression, cytometry, 30 h | Potency, µM (series often up to 46.1 µM), without a hit: at the top dose GFP derepression (activation) | 0.09% of 68,000 active; further: % of control where 0% means no effect
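Derepression screen: silenced CMV-GFP reporter in murine C127i cells, 30 h compound incubation at 37 C, washed cells imaged by laser-scanning cytometer to enumerate GFP-expressing objects of 20 to 120 um.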
HEK293 cAMP cs: parental HEK293 cAMP activation (counter-screen); parental HEK293 CNG cAMP sensor, membrane potential fluorescence; Potency, µM (series often up to 57.1 µM), without a hit: at the top dose activation, usual class: activators; 2.5% of 73,000 active; AID 938; further: potency means the concentration at half of the fitted maximal effect; % of control where 0% means no effect; nearly all actives have a fitted effect of over 55% in size
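Counterscreen for endogenous-receptor signalling: CNG-channel HEK 293 cells report cAMP rise by membrane depolarization. After 60 min dye equilibration with 100 uM RO 20-1724, compounds incubated 30 min before bottom-read fluorescence at 590 nm.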
Fluorescein autfl: compound fluoresces in the fluorescein spectral region. Compound autofluorescence, 480/540 nm, fluorescein-equivalent; hits give high values. max fluorescein-equivalent concentration, M. 0.91% of 59,000 active. AID 593; in the data active means max fluorescein-equivalent concentration above about 10 nM; inconclusive means between about 1.1 nM and that limit
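Values reflect compound autofluorescence, normalized to fluorescein on the same plate and reported at each tested concentration. Conditions: 100 mM Tris pH 8.0, room temperature, 15 min, excitation 480 nm, emission 540 nm.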
A350 autofl: A350 region autofluorescence | Compound autofluorescence, 340/450 nm, Alexa 350 dye-equivalents; hits give high values | max dye-equivalent concentration, M | 11% of 59,000 active | AID 590; in the data active means max dye-equivalent concentration above about 10 nM; inconclusive means mostly about 1.1 nM to 9.6 nM
Caspase-7 inhib: allosteric or competitive inhibitors of human caspase-7; Potency, µM (titrated, usually from 57.5 µM), for the others: at the highest dose activity change, negative = inhibition, usual class: inhibitors; recombinant caspase-7, Ac-DEVD-AFC fluorescence rate; P55210; AID 889; 0.02% of 75,000 active; active means well fitted inhibition curve with a large enough effect in the main read-out, with a control signal flat, not every such curve was filed as active; inconclusive means small, poorly fitted or top-dose-only effect, or a change in a side signal; further: potency means the concentration at half of the fitted maximal effect; % of control where 0% means no effect
4MU fluor: 4-MU region autofluorescence | compound autofluorescence, 340/450 nm, 4-MU equivalents; hits give high values | max dye-equivalent concentration, M | 11% of 59,000 active | AID 589; in the data active means max dye-equivalent concentration above about 10 nM; inconclusive means mostly about 1.1 nM to 9.6 nM
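Compounds in 100 mM Tris, pH 8.0, incubated 15 min at room temperature, then fluorescence read at 340 nm excitation/450 nm emission. Signal converted to 4-MU dye-equivalent concentration using an on-plate six-point 4-MU standard curve.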
UbGFP stabilizer: ubiquitin-GFP accumulation via proteasome inhibition | Ubiquitin-GFP reporter cells, proteasome inhibition, GFP fluorescence; response scale: untreated = 0%, 10 µM MG-132 = 100% | Potency, µM (highest dose often 45.9 µM), inactives show at the top dose activation (GFP accumulation), most hits filed as activators | 67,000 tested, under 10 active | AID 526; active means well fitted activation curve with a large enough effect, not every such curve was filed as active; inconclusive means small, poorly fitted or top-dose-only effect, or another doubt; inactive means no such curve, though single readings can be large or run the other way; further: potency means the concentration at half of the fitted maximal effect
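Reporter cells (U2OS, ubiquitin-G76V-GFP fusion) are plated overnight, then treated 4 hr at 37 °C with compound titrations from 46 uM down to 2.9 nM. Activity is scaled against untreated cells and 10 uM MG-132.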
BRCT PPI green: BRCA1 BRCT-phosphoprotein interaction inhibition; BRCA1 BRCT-phosphopeptide binding, green fluorescence polarization; AID 875; P38398; Potency, µM (doses to about 76.9 µM), without a hit: at the top dose activity change, negative = inhibition, hits mostly inhibitors; 0.05% of 75,000 active;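 further: potency means the concentration at half of the fitted maximal effect; plate controls were peptide without protein for full effect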
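Compounds were incubated for 12 min at room temperature with a complex of 100 nM fluorescein-tagged pBACH1 decapeptide and 250 nM His-tagged BRCT protein. Buffer was phosphate pH 7.3 with EDTA, DTT and Tween 20. Disruption of binding lowers the polarization signal.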
The depositor's hits bear a star; i = inactive; ? = inconclusive; / = no result given; [ ] = remark or other dose. Unless noted, the call rests on the fitted dose curve; in most records, active means well fitted curve in the direction sought with a large enough effect; inconclusive means small, poorly fitted or top-dose-only effect, or another doubt; inactive means no such curve, though single readings can be large; an effect the other way counts as inactive or inconclusive. The list is partial; rates above refer to the full screens.

| entry | SMILES | USP2a inh | BRCT PPI red | Caspase-1 inhib | Epigenetic mod | HEK293 cAMP cs | Fluorescein autfl |
| --- | --- | --- | --- | --- | --- | --- | --- |
| 1 | CCOC(=O)N1CCC(NC(=O)c2cc(C(=O)Nc3cccc(OC)c3)ccc2CO)CC1 | 11% | 0.7% | -1% | 0% | 9% | i |
| 2 | Cc1c(NC(=O)c2ccc3c(c2)OCO3)cccc1-c1nc2ncccc2o1 | / | -0.6% | -4% | / | 19% | / |
| 3 | Cc1ccc(NC(=O)CSc2nnc(Cn3cnc4ccccc43)o2)cc1 | 59%[activator] | -2.9% | -1% | 6% | -1% | i |
| 4 | CCC1CCCCN1C(=O)C1CC(c2cc(Cl)c(OC)cc2OC)=NO1 (stereo not drawn) | 19% | -0.4% | -2% | 0% | 5% | ? |
| 5 | COc1ccc(-n2c(COc3cccc(C)c3)nnc2SCC(=O)NCc2ccco2)cc1 | 0% | -0.6% | -2% | 0% | 16% | i |
| 6 | Cc1cc(C)cc(OCCCC(=O)O)c1 | -4% | 0.2% | -5% | 3% | 13% | ? |
| 7 | OCCn1cnc2c(SCc3ccccc3)ncnc21 | / | -0.5%[15.4 µM] | -1%[11.5 µM] | 7%[9.22 µM] | 4%[11.4 µM] | i |
| 8 | CN(C)c1nc(C(=O)Nc2ccccc2)nc(N(C)C)n1 | 6% | -0.5% | 3% | -2% | 22% | i |
| 9 | CCCCN(C(=O)CNC(=O)c1ccco1)C(C(=O)NC1CCCCC1)c1ccc(OC)cc1OC (stereo not drawn) | 37%[activator] | 0.5% | 0% | 1% | ? | ? |
| 10 | COc1ccc2nc(NCc3ccccc3)[nH]c2c1 | 2% | -0.2% | 2% | 0% | -6% | i |
| 11 | O=c1cc(N2CCC3(CC2)OCCO3)[nH]c(=O)n1-c1ccc(Cl)cc1 | -1% | 2.9% | 0% | 2% | 4% | ? |
| 12 | O=C(COC(=O)C(O)c1ccccc1)NC12CC3CC(CC(C3)C1)C2 (stereo not drawn) | 9% | -1.0% | -1% | 0% | 1% | i |
| 13 | COc1ccc(NC(=O)CCCNS(=O)(=O)c2cccs2)cc1 | 4% | -0.1% | -2% | 0% | 2% | i |
| 14 | Cc1cc(NC(=O)c2ccc3nc(C)sc3c2)no1 | 7% | -0.4% | 3% | -3% | 0% | i |
| 15 | COC(=O)CC1C(C)(C)C(=O)C2CC3=C(CC[C@]4(C)C3=CC(=O)OC4c3ccoc3)[C@@]1(C)C2=O (stereo partly drawn) | 34%[activator] | 0.4% | -1% | / | / | / |

| entry | A350 autofl | Caspase-7 inhib | 4MU fluor | UbGFP stabilizer | BRCT PPI green |
| --- | --- | --- | --- | --- | --- |
| 1 | i | 0% | i | 12% | 2.4% |
| 2 | / | -2% | / | 7% | 4.0% |
| 3 | i | -2% | i | -3% | -1.4% |
| 4 | i | -3% | i | 14% | 0.2% |
| 5 | i | -3% | i | -3% | 1.0% |
| 6 | i | 0% | i | 1% | -1.1% |
| 7 | i | 0%[11.5 µM] | i | 6%[9.17 µM] | 0.1%[15.4 µM] |
| 8 | i | 1% | i | 3% | -0.3% |
| 9 | i | 0% | i | -2% | -2.1% |
| 10 | i | 0% | i | / | -1.6% |
| 11 | i | -1% | i | 11% | -0.8% |
| 12 | i | -2% | i | -3% | 0.4% |
| 13 | i | 1% | i | -1% | -0.8% |
| 14 | i | -2% | i | 0% | -1.1% |
| 15 | / | -3% | / | / | -1.4% |

Additional entries follow.
| entry | SMILES | USP2a inh | BRCT PPI red | Caspase-1 inhib | Epigenetic mod | HEK293 cAMP cs | Fluorescein autfl |
| --- | --- | --- | --- | --- | --- | --- | --- |
| 16 | CS(=O)(=O)N1CCC2(CC1)CN(Cc1cc(C(F)(F)F)cc(C(F)(F)F)c1)C2 | 23% | 0.8% | 1% | 2%[9.22 µM] | 28% | i |
| 17 | O=C(Cn1c(=O)oc2cc(S(=O)(=O)N3CCCC3)ccc21)Nc1cccc(C(F)(F)F)c1 | -20% | 1.4% | -1% | 0% | -2% | i |
| 18 | C=CCSc1n[nH]c(-c2ccc(OCCC)cc2)n1 | 10% | -0.5% | -13% | 3% | 16% | ? |
| 19 | CCN1CCN(c2cc(=O)n(-c3cc(Cl)ccc3C)c(=O)[nH]2)CC1 | -6% | 0.5% | -1% | 2% | 5%[2.29 µM] | i |
| 20 | CS(=O)(=O)c1nc(-c2cccs2)cc(C(F)(F)F)n1 | -11% | -0.3% | 1% | 1% | 17% | i |
| 21 | COc1cccc(C2CC(c3cccs3)Nc3ncnn32)c1 (stereo not drawn) | 7% | -1.8% | -1% | 1% | 0% | i |
| 22 | CCN(CC)S(=O)(=O)c1cccc(C(=O)NC2CCCCC2)c1 | -3% | 0.7% | 0% | 4% | 12% | i |
| 23 | COc1ccc(-c2noc(COc3ccc(Cl)c(C)c3)n2)cc1 | / | 0.0% | -1% | 2% | ? | / |
| 24 | COC(=O)[C@H](C)[C@H]1C[C@]1(C)[C@H](NC(=O)OCc1ccccc1)c1ccccc1 | / | -0.8% | -1% | / | 2µM* | / |
| 25 | Nc1nc2c(c(=O)[nH]1)N[C@H](CCNc1ccc(C(=O)O)cc1)CN2 | / | 0.2%[15.4 µM] | -1%[11.5 µM] | 2%[9.22 µM] | -8%[11.4 µM] | i |
| 26 | COc1ccccc1-c1cc(C(=O)NC(C)C)no1 | 5% | -0.2% | 1% | -2% | 5% | i |
| 27 | COc1ccc(-n2c(SCC(=O)OC(C)C)nnc2-c2ccccn2)cc1 | 3% | -1.1% | -1% | -3% | 14% | ? |
| 28 | N=C1C(c2nc3ccccc3[nH]2)=C(O)CN1c1ccccc1 | 10% | -0.4% | 1% | 2% | 2% | ? |
| 29 | CS(=O)(=O)Nc1ccc([N+](=O)[O-])cc1OC1CCCCC1 | / | -2.5% | -2% | 1% | ? | / |
| 30 | O=C(CCn1cnc2ccccc2c1=O)Nc1cccc(Cl)c1 | 0% | -1.7% | -1% | 0% | -9% | i |

| entry | A350 autofl | Caspase-7 inhib | 4MU fluor | UbGFP stabilizer | BRCT PPI green |
| --- | --- | --- | --- | --- | --- |
| 16 | i | 1% | i | -8% | 0.2% |
| 17 | i | 0% | i | -2% | 0.3% |
| 18 | ? | -11% | ? | -9% | 4.6% |
| 19 | i | -2% | i | 0% | -1.2% |
| 20 | 1.1e-07M* | -1% | 1.1e-07M* | -14% | -0.5% |
| 21 | i | 1% | i | 1% | -0.5% |
| 22 | ? | 0% | i | 0% | -0.8% |
| 23 | / | 0% | / | -3% | -2.0% |
| 24 | / | 0% | / | / | -1.3% |
| 25 | 1.9e-08M* | -2%[11.5 µM] | 1.7e-08M* | 1%[9.17 µM] | -0.5%[15.4 µM] |
| 26 | i | -2% | i | 7% | 2.3% |
| 27 | i | 0% | i | 4% | -0.8% |
| 28 | i | 0% | i | 6% | -5.9% |
| 29 | / | -1% | / | 2% | -3.2% |
| 30 | i | 0% | i | -8% | 1.0% |

Additional entries.
| entry | SMILES | USP2a inh | BRCT PPI red | Caspase-1 inhib | Epigenetic mod | HEK293 cAMP cs | Fluorescein autfl |
| --- | --- | --- | --- | --- | --- | --- | --- |
| 31 | COc1ccc(C(=O)N2CC3(C)CC2CC(C)(C)C3)cc1 (stereo not drawn) | 12% | 0.5% | -1% | 0% | 13% | ? |
| 32 | Cn1cnc2c(N3CCCCC3)nccc21 | 13% | -0.5% | -2% | 2% | ? | i |
| 33 | O=C(CC(c1ccco1)C1CCCCC1=O)c1ccco1 (stereo not drawn) | 9% | 1.4% | 3% | 0% | 6% | i |
| 34 | O=C1C2CC=C(Cl)CC2C(=O)N1CCc1c[nH]c2ccccc12 (stereo not drawn) | / | 0.1% | -3% | -2% | 4% | / |
| 35 | Cn1c(=O)[nH]c(=O)c2c1nc(N1CCOCC1)n2CC(O)COc1ccc2ccccc2c1 (stereo not drawn) | 37%[activator] | -2.7% | -1% | -3% | -10% | ? |
| 36 | CN(C)C(=O)c1ccc(-c2ccc3ncnc(NCc4ccccc4)c3c2)cc1 | 228%[activator] | -1.7% | -4% | 2%[9.22 µM] | 7% | ? |

| entry | A350 autofl | Caspase-7 inhib | 4MU fluor | UbGFP stabilizer | BRCT PPI green |
| --- | --- | --- | --- | --- | --- |
| 31 | i | 1% | i | 8% | -0.3% |
| 32 | i | -1% | i | 3% | -1.0% |
| 33 | i | -2% | i | -1% | -2.1% |
| 34 | / | -4% | / | -5% | 0.8% |
| 35 | i | -2% | i | 4% | -3.8% |
| 36 | i | -5% | i | -2% | -1.9% |
